PGC1a acetyl inh – PGC1a acetylation modulation, inhibitor mode; U2OS PGC1a acetylation, AlphaScreen anti-acetyl-lysine; with virally co-expressed GCN5 acetyltransferase; inhibition, % at 15.6 µM; 0.17% of 350,000 active;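 active means every replicate shows inhibition of at least 40%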;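 further: 0% = neutral control wells and 100% = positive control wells; some results beyond the cut were filed as inactive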
SIRT5 inh – blocks human SIRT5 desuccinylation of peptide. Q9NXA8. Purified SirT5, succinyl-peptide AMC, trypsin-coupled fluorescence. inhibition, % at 15 µM. 1.1% of 330,000 active. AID 652115; in the data active means inhibition above about 15%
Target sequence (Q9NXA8 whole entry, looked up): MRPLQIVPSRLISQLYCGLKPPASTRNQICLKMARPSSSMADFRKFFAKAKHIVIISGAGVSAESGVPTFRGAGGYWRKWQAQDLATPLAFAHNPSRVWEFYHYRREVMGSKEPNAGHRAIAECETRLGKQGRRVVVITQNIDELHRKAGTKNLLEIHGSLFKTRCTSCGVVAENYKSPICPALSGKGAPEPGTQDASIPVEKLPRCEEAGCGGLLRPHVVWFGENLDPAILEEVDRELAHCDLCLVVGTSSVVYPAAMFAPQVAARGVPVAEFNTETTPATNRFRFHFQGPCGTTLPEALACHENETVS
ERAP1 inh – ERAP1 (human) enzyme inhibition; Q9NZ08; recombinant ERAP1, Leu-AMC fluorescence, 60 min; inhibition, % at 10.7 µM; 0.15% of 340,000 active; AID 652197;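 active means mean replicate inhibition of at least 30%, or all replicates individually reaching that 30% level; inactive means mean below 30% and not every replicate reaching it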;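 further: 0% = neutral control wells and 100% = L-leucinethiol positive control wells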
S100A4 MyoIIA – blocks human S100A4 binding to myosin IIA peptide. S100A4/TAMRA-MyoIIA peptide fluorescence polarization. inhibition, % at 10.7 µM. 0.14% of 360,000 active. AID 652163;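 active means mean inhibition of at least 70% across replicates, with every replicate also reaching that level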
Target sequence (P26447 whole entry, looked up): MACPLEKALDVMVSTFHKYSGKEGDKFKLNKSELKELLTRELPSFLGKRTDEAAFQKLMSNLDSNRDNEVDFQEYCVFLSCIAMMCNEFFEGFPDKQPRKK
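Test system – S100A4 monomer (human) · Compound – single-point compound testing · Schedule – 5 min incubation before reading · Probe or stimulus – TAMRA-labelled myosin IIA heavy-chain peptide probe, 5 nM · Benchmarks – neutral control DMSO, positive control TFP · Medium – Calcium-containing HEPES buffer, pH 7.2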
C2C12 statin – suppressors of simvastatin-induced myotoxicity in C2C12 myotubes. 0.78% of 330,000 active. AID 602340. rescue of ATP level, % at 7.49 µM. ATP luminescence, 48 h; scaled: DMSO 0, geranylgeraniol control 100;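 active means mean ATP rescue above about 67%, or every replicate alone reaching that limit, limit read from the data, passing the limit was not always enough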;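 further: myotubes were challenged with 10 µM simvastatin during compound exposure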
Xi reactivation – activators of X-chromosome reactivation in mouse fibroblasts. XiGFP mouse fibroblasts, % GFP-positive cells imaging, 3 d; cells co-treated with 5-aza-dC sensitizer; scaled so ellipticine positive control = 100%. activation, % at 7.58 µM. 0.055% of 360,000 active. AID 743238;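 active means mean normalized replicate activation at least 10% and every replicate at or above 10%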;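 further: 0% = median of on-plate neutral control wells and 100% = ellipticine 6 µM median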
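assay system = SV40-immortalized XiGFP fibroblast cells, line 68-5-11 | buffer or medium = DMEM plus 5-aza-dC sensitizer | doses = single-point pinned compound dosing | times = 3-day compound exposure, then 15 min fixation at room temperature | benchmarks = positive control ellipticine, 6 µM final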
LGR2 antag – Drosophila LGR2 receptor signaling inhibition; HEK293 LGR2, CRE-luciferase, bursicon-stimulated, 4 h; inhibition, % at 9.99 µM; 0.35% of 380,000 active;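 active means drop in luminescence signal, shown as inhibition above about 50% in the replicate tests, limit read from the data, passing the limit was not always enough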;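 further: agonist challenge used bursicon conditioned medium at about half maximal strength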
Cneo AK release – Cryptococcus neoformans lysis via adenylate kinase release; lysis activity, % at 15 µM; 0.2% of 360,000 active; AID 651654; C. neoformans lysis, adenylate kinase release luminescence, 4 h; normalised: neutral wells 0, clomiphene wells 100;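 active means mean lysis activity across replicates of at least 80%, whatever share of replicates individually reach that level; inactive means mean lysis activity below 80%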
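Assay system: C. neoformans cells. Amount: yeast cell density of 5 × 10^6 cells/mL. Technique: AK luminescence. Buffer or medium: YPD. Times: static 4 h at 37 °C with compound, 1 h detection. Dosing: single-point compound dose. Read-out: lysis from increased AK signal.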
The depositor's hits bear a star; · = no result given; & = joins results of further samples.

SMILES	PGC1a acetyl inh	SIRT5 inh	ERAP1 inh	S100A4 MyoIIA	C2C12 statin	Xi reactivation	LGR2 antag	Cneo AK release
C=CCN(c1ccccc1)S(=O)(=O)c1ccc2c(c1)N(C(C)=O)CCO2	6	-4	1	-2	6	0.1	-1	-1
COc1ccc(NC(=O)C(OC(=O)Cn2cnc3c2c(=O)n(C)c(=O)n3C)c2ccccc2)cc1Cl (stereo unspecified)	13	-1	3	-8	17	0.0	-20	-3
CCOc1ccc(NC(=O)Nc2cccc(C(=O)O)c2)cc1	5	0	-11	-2	-41	0.0	105*	·
COc1ccc(/C=N/OCC(=O)Nn2c(C)nc3ccccc3c2=O)cc1	·	-5	0	-13	·	0.0	-8	-4
COc1ccc(CN2CCC(n3nccc3NC(=O)c3ccc4c(c3)OCO4)CC2)cc1C	-1	-3	-2	-15	-15	0.0	-14	-2
Cc1nc(S(=O)(=O)N2CCN(Cc3ccc(OCCO)cc3)CC2)cn1C	-3	1	-1	1	·	·	·	10
CN(C)C(=O)[C@H]1[C@H](CO)[C@H]2Cn3c(ccc(C4=CCCCC4)c3=O)[C@H]2N1Cc1ccc2c(c1)OCO2	·	-2	0	8	-9	-0.1	-12	5
CN1CCN(S(=O)(=O)c2ccc3[nH]cc(C(=O)O)c(=O)c3c2)CC1	-10	2	-3	2	-27	·	-10	0
C[C@H](NC(=O)C[C@H]1C=C[C@H](NC(=O)C2CCC2)[C@@H](CO)O1)c1ccccc1	8	0	4	-2	3	0.1	10	0
CCOc1ccc(N=Nc2c(=O)[nH]n3c(C)cc(C)nc23)cc1	·	6	5	1	·	0.0	-3	·
Cc1noc(C)c1NC(=O)N(C)C[C@@H]1Oc2ccc(NC(=O)c3ccncc3)cc2CC(=O)N([C@@H](C)CO)C[C@@H]1C	6	-2	-2	-19	-28	0.0	4	0
Clc1ccc(/C=N/Nc2ccccn2)cc1	-5	-1	-2	-5	4	0.0	-88	5
CCOC(=O)C1CCCN(C(=O)c2cc3ccc(OC)cc3[nH]2)C1 (stereo unspecified)	-1	-1	2	7	5	0.0	15	1
COc1cc(CN2CC3(CN(S(=O)(=O)c4cccc(F)c4)C3)c3c([nH]c4cc(OC)ccc34)[C@H]2CO)cc(OC)c1	-8	-1	2	-4	·	0.0	18	·
Cc1cccc(C)c1NC(=O)CN1C(=O)NC(C)(C2CC2)C1=O (stereo unspecified)	·	-1	0	6	9	0.2	-20	0
CC(NC(=O)CSc1nnc(COc2ccccc2)o1)c1ccccc1 (stereo unspecified)	10	0	-1	1	3	·	-6	0
CCC(=O)Nc1ccc2c(c1)OC[C@@H](C)N(C(=O)Nc1ccccc1F)C[C@@H](C)[C@H](OC)CN(C)C2=O	3	·	2	7	-2	0.2	7	0
Cc1ncoc1C(=O)N1CCCC(CCC(=O)NCc2ccccc2F)C1 (stereo unspecified)	1	1	-1	-7	2	0.2	-5	0
COc1ccc(OC)c(C(=O)COC(=O)c2cccnc2Cl)c1	3	2	-1	-9	-3	0.2	14	-4
COc1ccc(/C=C(\NC(=O)c2ccco2)C(=O)N2CCCCC2)cc1	·	-1	-2	8	3	0.3	9	-1

Compound profiles, as listed above.
Cc1nc(S(=O)(=O)N2CCN(Cc3ccc(OCCO)cc3)CC2)cn1C is listed with PGC1a acetyl inh = -3; SIRT5 inh = 1; ERAP1 inh = -1; S100A4 MyoIIA = 1; C2C12 statin = ·; Xi reactivation = ·; LGR2 antag = ·; Cneo AK release = 10
CN1CCN(S(=O)(=O)c2ccc3[nH]cc(C(=O)O)c(=O)c3c2)CC1 is listed with PGC1a acetyl inh = -10; SIRT5 inh = 2; ERAP1 inh = -3; S100A4 MyoIIA = 2; C2C12 statin = -27; Xi reactivation = ·; LGR2 antag = -10; Cneo AK release = 0
COc1ccc(/C=C(\NC(=O)c2ccco2)C(=O)N2CCCCC2)cc1 is listed with PGC1a acetyl inh = ·; SIRT5 inh = -1; ERAP1 inh = -2; S100A4 MyoIIA = 8; C2C12 statin = 3; Xi reactivation = 0.3; LGR2 antag = 9; Cneo AK release = -1

New compounds follow
SMILES	PGC1a acetyl inh	SIRT5 inh	ERAP1 inh	S100A4 MyoIIA	C2C12 statin	Xi reactivation	LGR2 antag	Cneo AK release
COc1ccc2c3c([nH]c2c1)[C@H](CO)N(C(=O)c1cccc(F)c1)CC31CN(C(=O)c2ccccc2)C1	-9	·	-1	-7	·	0.2	-1	·
CCOC(=O)c1sc(NC(=O)c2ccco2)nc1-c1ccccc1	9	·	4	-2	0	-0.1	-8	2
Cc1ccc(C)c(OCC(=O)NCC(c2ccco2)N2CCCCC2)c1 (stereo unspecified)	·	-2	-2	-4	·	0.0	-1	·
Cc1nnc2ccc(-c3cccc(NS(=O)(=O)c4ccccc4Cl)c3)nn12	·	5	1	1	-13	0.0	-3	4
CCCCN(C)CCCNC(=O)Cn1cc2c(n1)-c1c(oc(C(=O)N3CCCC3)c1C)CC2	15	·	-2	31	-1	0.3	-9	-2
CC(C)(C)OC(=O)C[C@@H]1C/C=C\C[C@@H](CC(=O)N[C@H](CO)Cc2ccccc2)C(=O)N2CCC[C@@H]2COC1=O	·	·	·	·	13	0.0	0	1
C[C@@H]1CN([C@H](C)CO)C(=O)Cc2cc(NC(=O)C3CC3)ccc2O[C@@H]1CN(C)Cc1ccc2c(c1)OCO2	-1	-17	-5	-2	-34	0.0	-17	-5
CN(CC1CCOCC1)C(=O)CC1C(=O)NCCN1Cc1ccc(F)c(F)c1 (stereo unspecified)	-4	-1	1	-4	·	-0.1	8	-1
Cc1ccc(C(=O)OCC(=O)Nc2c(Cl)cc(S(N)(=O)=O)cc2Cl)o1	-10	-4	-6	-29	-27	-0.1	6	0
C[C@H]1CN([C@@H](C)CO)C(=O)Cc2cc(NC(=O)Cc3ccccc3)ccc2O[C@@H]1CN(C)S(=O)(=O)c1cn(C)cn1	1	·	·	·	-30	0.4	18	1
COc1cccc(NC(=O)CN(C)C(=O)c2cccc(S(=O)(=O)N3c4ccccc4CC3C)c2)c1 (stereo unspecified)	12	-2	-4	-4	-7	0.1	12	0
COc1ccccc1CNC(=O)C[C@H]1CC[C@H]2[C@@H](COC[C@H](O)CN2Cc2cccc(-c3ccncc3)c2)O1	-2	·	·	·	16	0.0	15	0
O=C(Nc1nnc(Cc2ccccc2)s1)c1ccccc1	-14	0	-2	4	8	0.0	-12	-1
Cc1cccc(NC(=O)CSCC(=O)N(C)Cc2ccc(Cl)c(Cl)c2)c1	14	-3	1	-7	-12	0.0	4	0
COC(=O)NNC(=O)COc1ccc2ccccc2c1Br	2	0	0	1	8	1.1	-4	1
CCOc1cc(N2CCOCC2)c(OCC)cc1NC(=O)C1=COCCO1	9	1	-3	-5	-7	0.2	·	-1
O=[N+]([O-])c1cccc(-c2ccc3nnc(SCc4cccnc4)n3n2)c1	3	-5	-1	2	11	-0.1	-5	2
CCS(=O)(=O)Nc1ccc(C2=NN(C(=O)c3ccco3)C(c3cccc(F)c3)C2)cc1 (stereo unspecified)	-1	0	-2	5	1	0.0	24	·
O=C(NC(=O)c1c(F)cccc1F)O/N=C1\CCCc2occc21	2	-1	-2	-4	1	0.1	3	1
O=S(=O)(NCCc1cn2ccccc2n1)c1ccc(-c2ccccc2)cc1	·	-3	-1	-3	·	0.4	-5	9
O=C(Cc1ccc(Br)cc1)NCCCn1ccnc1	-7	-3	0	2	-4	0.0	-19	1
Cc1ccc(-n2c(CCc3nc4ccccc4[nH]3)n[nH]c2=S)cc1	·	1	9	-3	·	0.0	-9	·
COC(=O)c1sc(-c2ccc(Cl)cc2)cc1NC(=O)/C=C/C(=O)O	3	4	1	-3	·	-0.1	-34	-1
Oc1ccc(C(=S)N2CCCC2)cc1	24	3	1	-4	12	0.0	5	-1
CCOC(=O)CCCCCC(=O)Nc1ccc2c(c1)C(=O)N([C@@H](C)CO)C[C@H](C)[C@H](CN(C)C(=O)c1ccccc1)OCCCC[C@H](C)O2	2&8	-5&-1	-2&0	5&-23	7	0.0&-0.3	28&12	0
C[C@@H]1CN([C@@H](C)CO)C(=O)c2cc(C#CCN(C)C)cnc2O[C@@H]1CN(C)C(=O)c1cnccn1	8	-1	·	0	0	-0.8	-14	-6
Cc1nn(C(C)C(=O)NC2C(=O)N3C(C(=O)O)=C(CSc4nnnn4C)CSC23)cc1Cl (stereo unspecified)	3	3	8	3	-2	-0.1	-3	0
CO[C@H]1CN(C)C(=O)c2cc(NC(C)=O)ccc2OC[C@@H](C)N(Cc2ccccn2)C[C@@H]1C	2	-4	-2	1	-1	0.1	17	-2
CC(=O)c1ccc(OCC(O)CN2CCN(S(=O)(=O)c3c(C)cc(C)cc3C)CC2)cc1 (stereo unspecified)	6	-4	1	1	2	-0.1	-5	-1
FC(F)C(F)(F)Oc1cccc(Nc2nccn3c(-c4cc(C(F)(F)F)cc(C(F)(F)F)c4)cnc23)c1	·	-3	11	-3	0	0.1	-3	-1
Nc1c2nc(-c3ccccc3)[nH]c(=O)c2nc(=O)n1-c1ccccc1	-10	-4	-1	-2	-19	-0.1	0	-5
COc1cc(/C=C2\C(=N)N3N=C(C)SC3=NC2=O)cc(OC)c1OCCOc1ccccc1C	4	2	1	-9	1	0.0	8	5
C/C(=N\Nc1ccc2nncn2n1)c1cccs1	20	3	·	-5	25	0.1	-4	-3
COc1ccc(NC(=O)Nc2ccc3c(c2)C(=O)N([C@H](C)CO)C[C@@H](C)[C@H](CN(C)C(=O)Cc2ccccc2)OCCCC[C@@H](C)O3)cc1	7	5	2	8	·	0.1	0	-1
CCCNC(=O)N1[C@H](C#N)[C@@H](c2ccc(C#Cc3cccc(F)c3)cc2)[C@@H]1CO	9	1	0	-1	63	0.0	-31	-6
C[C@H]1CCCCO[C@H](CN(C)S(=O)(=O)c2ccccc2)[C@@H](C)CN([C@@H](C)CO)C(=O)c2cc(NS(=O)(=O)c3cn(C)cn3)ccc2O1	-8	-3	-3	21	·	0.2	-5	-1
O=C(NNc1ccccc1)C(CCO)C(=O)NNc1ccccc1	4	112*	0	-2	·	0.0	-13	·
COCC(=O)N(C[C@@H]1[C@@H](c2ccccc2)[C@H](CO)N1C(=O)NC(C)C)C(C)C	6	4	·	3	-5	0.0	1	-2
C[C@@H]1CN([C@@H](C)CO)S(=O)(=O)c2ccc(-c3ccc(C(=O)N(C)C)cc3)cc2O[C@@H]1CN(C)C	5	-2	2	-15	-5	-0.5	-11	2
Cc1ccc(CN2CCN(CC(=O)N/N=C/c3ccccc3F)CC2)cc1	·	3	·	-9	·	0.0	-55	·
CCOc1ccc(/C=C/C(=O)C(C(N)=O)=C2SCCS2)cc1	·	-3	2	-11	·	0.0	-57	·
CC(=O)c1sc2nc(SCC(=O)NCCc3ccccc3)[nH]c(=O)c2c1C	·	0	1	8	·	0.0	8	-6
COc1ccc2nc(SC(C)C(=O)NC3CCCC3)[nH]c2c1 (stereo unspecified)	·	-2	-2	-4	-6	0.0	-2	·
COc1ccc(-c2nnc3ccc(SCC(=O)N4CCN(c5ccccc5)CC4)nn23)cc1	5	0	-5	-4	-10	1.2	5	-1
Cc1noc(C)c1S(=O)(=O)Nc1ccc2c(c1)CC(=O)N([C@H](C)CO)C[C@@H](C)[C@@H](CN(C)Cc1ccc(C(F)(F)F)cc1)O2	-12	0	-1	-24	83*	0.7	2	-4

This is a subset; the hit share may differ from the screen's.
